Screening results from PubChem.
Tb PGK inh – inhibitors of T. brucei phosphoglycerate kinase. P07378. PGK/GAPDH coupled, Kinase-Glo luminescence, 60 min. Potency, µM (series often up to 57.5 µM), without a hit: at the top dose activity change, negative = inhibition, usual class: inhibitors. actives 0.043% (n = 380,000); further: potency means the concentration at half of the fitted maximal effect; on the % scale 0 is the no-effect control and ±100 the full control effect; nearly all actives have a fitted effect of over 60% in size
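Luminescent ATP detection (Kinase-Glo Plus) follows a 60-minute room-temperature incubation, with wells lacking PGK as controls. Buffer: 100 mM TEA (pH 7.6), 5 mM MgCl2, 0.01% Tween-20. Coupling enzyme GAPDH (100 nM final) supplies unstable 1,3-BPG in-well.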
JMJD2A Tudor inh – JMJD2A Tudor domain (human) inhibition. Potency, µM (doses to about 114 µM), inactives show at the top dose activity change, negative = inhibition, most hits filed as inhibitors. O75164. AlphaScreen JMJD2A-Tudor / H3K4me3 peptide binding. actives 4.4% (n = 390,000); further: potency means the concentration at half of the fitted maximal effect; on the % scale 0 is the no-effect control and ±100 the full control effect; nearly all actives have a fitted effect of over 50% in size
BAZ2B inh – BAZ2B (human) inhibition. actives 4.4% (n = 360,000). AID 504333. AlphaScreen BAZ2B-H3K14Ac peptide displacement. Potency, µM (series often up to 114 µM), for inactives: at the top dose activity change, negative = inhibition, actives largely listed as inhibitors. Q9UIF8; further: potency means the concentration at half of the fitted maximal effect; on the % scale 0 is the no-effect control and ±100 the full control effect; nearly all actives have a fitted effect of over 60% in size
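AlphaScreen displacement: compounds (up to 110uM) incubated 30 min at room temperature with a preformed 50 nM BAZ2B/50 nM biotinylated H3K14Ac peptide complex in PBS pH 7.4 with Tween-20. Donor and acceptor beads at 10 ug/mL final added, 20 min light-protected before reading.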
G9a inh – G9a (human) methyltransferase inhibition | AID 504332 | Potency, µM (doses to about 102 µM), for the others: at the highest dose activity, negative = inhibition, actives largely listed as inhibitors | G9a H3K9 monomethylation, AlphaScreen, 2 h | actives 8.8% (n = 350,000); further: potency means the concentration at half of the fitted maximal effect; on the % scale 0 is the no-effect control and ±100 the full control effect; nearly all actives have a fitted effect of over 75% in size
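AlphaScreen read-out: biotin-H3K9 peptide (500 nM) methylation by 20 nM enzyme with 20 uM SAM, 2 h at room temperature after 15 min compound preincubation; anti-monomethyl H3K9 antibody plus donor/acceptor beads, 10 min dark.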
PI4K2A block – blocks human PI4K2A kinase activity. Q9BTU6. purified PI4K2A, ADP-Glo luminescence, 1 h; hits give low values. activity change, negative = inhibition, % at 76.9 µM. actives 0.13% (n = 420,000); in the data active means activity change below about -50%; inconclusive means mostly about -30% to -49%;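 further: -100% = wells without enzyme as full effect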
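In this quantitative HTS, ADP production by PI4K2A was quantified luminescently after 1 h at ambient temperature; 100 microM adenosine served as plate-quality control.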
GLS inh – inhibitors of human glutaminase (GLS) | AID 624170 | O94925 | actives 0.21% (n = 410,000) | GLS enzymatic activity, qHTS titration | Potency, µM (top dose mostly 45.5 µM), inactives show top-dose activity change, negative = inhibition, hits mostly inhibitors; further: potency means the concentration at half of the fitted maximal effect; on the % scale 0 is the no-effect control and ±100 the full control effect
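Glutamate formation by hKGA was monitored fluorometrically using coupled glutamate oxidase, HRP and Amplex Red. Substrate was added as 1 mM L-glutamine solution; incubation was 30 min at RT after an initial read.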
ERG Ets-DNA blk – blocks human ERG Ets domain binding to DNA; P11308; fluorescence polarization, His-ERG Ets domain / labelled DNA; Potency, µM (highest dose often 76.9 µM), for the others: at the highest dose FP activity, negative = inhibition, hits mostly inhibitors; actives 0.028% (n = 370,000); active means well fitted inhibition curve with a large enough effect in the polarisation, with a control signal flat; inconclusive means small, poorly fitted or top-dose-only effect, or effect the other way, or a change in a side signal; inactive means no such curve, though single readings can be large or run the other way; the % refers to the polarisation;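 further: polarization taken with two DNA probes labelled with fluorescein and Texas red; potency means the concentration at half of the fitted maximal effect; % of control where 0% means no effect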
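His-tagged ERG Ets domain (1 uM in the protein solution; 300mM KCl, 50mM Tris-HCl, 1mM EDTA, 1mM DTT, pH 7.5) received compound, then a probe mix of 5 nM fluorescein-DNA and 100nM Texas-615-DNA. Fluorescence polarization was read for both dyes.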
Pin1 inh – inhibitors of human Pin1; Q13526; Pin1 FP peptide displacement, HiFluor488, 10 min; Potency, µM (top dose mostly 115 µM), for inactives: at the highest dose activity, negative = inhibition, hits mostly inhibitors; actives 0.009% (n = 390,000); AID 504891; active means well fitted inhibition curve with a large enough effect in the polarisation, with a control signal flat, not every such curve was filed as active; inconclusive means small, poorly fitted or top-dose-only effect, or effect the other way, or a change in a side signal; inactive means no such curve, though single readings can be large or run the other way; the % refers to the polarisation; further: potency means the concentration at half of the fitted maximal effect; on the % scale 0 is the no-effect control and ±100 the full control effect
HP1b binding inh – blocks HP1-beta chromodomain binding to methylated histone tails; AID 540317; AlphaScreen HP1-beta / biotin-H3K9me3 peptide binding; Potency, µM (doses to about 114 µM), for the others: at the top dose activity change, negative = inhibition, usual class: inhibitors; P83916; actives 0.56% (n = 390,000); further: potency means the concentration at half of the fitted maximal effect; nearly all actives have a fitted effect of over 70% in size; inactives centre near 23
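AlphaScreen: HP1-beta (50 nM) preformed 30 min with biotin-H3(1-18)K9me3 peptide (50 nM) in PBS pH 7.4, 0.01% Tween-20. Compound added for 30 min at RT, then streptavidin donor/nickel chelate acceptor beads (10 ug/mL) for 30 min.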
* marks the source's active call; other numbers are inactive results; i = inactive; ? = inconclusive; . = not tested or not shown; & = joins results of further samples; [ ] = remark or other dose. Unless noted, the call rests on the fitted dose curve; in most records, active means well fitted curve in the direction sought with a large enough effect; inconclusive means small, poorly fitted or top-dose-only effect, or another doubt; inactive means no such curve, though single readings can be large; an effect the other way counts as inactive or inconclusive. Not a hit list; 11% or so of the library scored in one or more.

SMILES	Tb PGK inh	JMJD2A Tudor inh	BAZ2B inh	G9a inh	PI4K2A block	GLS inh	ERG Ets-DNA blk	Pin1 inh	HP1b binding inh
O=S(=O)(NC1CCCCCC1)c1ccc(Br)s1	-1%	-2%[11.4 µM]	43%[activator]	3%[59 µM]	-17	-4%	-1%	-1%	134%[activator]
Cc1ccc(C(=O)COC(=O)c2ccc3c(c2)C(=O)N(c2cccc4ncccc24)C3=O)cc1	6%	-13%	1%	9%[59 µM]	1	1%	-1%	-2%	22%
CN1CC(=O)N(CC(=O)Nc2ccc(Cl)c(C(F)(F)F)c2)C1=O	i	13%[57.1 µM]	-6%	22%	1	1%	-5%	6%	43%[activator]
CCCCOc1ccc(C(C)(O)CCN2CCOCC2)cc1 (stereo not drawn)	-1%	-11%	19%	-4%	-14	9%	1%	8%	26%
Cc1cc(C(=O)NNC(=O)c2cccc(N(C)C)c2)c(C)o1	i	-6%	?	25%	5	30%	-1%	-6%	36%
CC1=C(C(=O)OC(C)C)C(C)C(C(=O)OC(C)C)=C(C)N1	-5%	0%	13%	17%	0	-5%	3%	4%	57%[activator]
C=CCN=C1NN=C(c2ccc3c(c2)OCCO3)CS1	-24%	-34%	-35%	40µM*	-1	10%	-18%	5%	-4%
CCN(CC)CCCN1C=C2C(=O)C(C)(OC(=O)C3CCCC3)C(=O)C(c3ccccc3)=C2C=C1CCCC(=O)OC (stereo not drawn)	-10%	-27%	?	19%[12.7 µM]	-5	-2%	17%	-7%	7%
CN1CCCN(S(=O)(=O)c2ccc3c(c2)OCCO3)CC1	8%	-1%&-13%	-2%	76%[activator][59 µM]	-3	10%	-7%	0%&2%	20%&25%
COc1ccc(NC(=O)Cc2c(C)n(C(=O)c3ccc(Cl)cc3)c3ccc(OC)cc23)cc1	1%	-24%	13%	-13%	1	0%	5%	21%	28%
CC(=O)c1ccc(N=Nc2ccc(N(C)C)cc2)cc1	-4%	-31%	1.1µM*	-51%	-8	0%	6%	-1%	-19%
O=C(NCc1ccc2c(c1)OCO2)C1CC(=O)N(CCc2ccc(Cl)cc2)C1 (stereo not drawn)	1%	-11%	-3%	-7%	-1	-3%	-2%	-5%	33%
CS(=O)(=O)c1nc(S(=O)(=O)c2ccc(Cl)cc2)c(N2CCC(O)CC2)s1	i	2%	-2%	-2%	-6	4%	1%	-3%	34%
COc1cc(/C=N/n2c(SC)nnc(C(C)(C)C)c2=O)ccc1O	4%	1%	8%	14%	-12	16%	-6%	?	36%
CCC(NC(=S)NCc1ccc(F)cc1)c1ccc(C)cc1 (stereo not drawn)	-3%	-6%	?	63%[activator]	5	-5%	-20%	-8%	55%[activator]
O=S(=O)(c1ccc(F)cc1)N(Cc1nc(-c2ccc(Cl)cc2)no1)C1CCCCC1	6%	15%	15%	35%[59 µM]	1	-1%	-1%	8%	65%[activator]
CCC(C)(C)n1nnnc1CN1CCC(c2nc3ccc(C)cc3[nH]2)CC1	-8%	-13%	-11%	-30%	0	0%	5%	-12%	3%
Cc1c(CCC(C)C)c(-n2ccnc2C)n2c(nc3ccccc32)c1C#N	7%	4%	-20%	7%	4	-4%	-2%	0%	32%
Cc1ccc(-c2nnn(CC(=O)N3CCCc4ccccc43)n2)cc1	i	-5%	-5%	-7%	3	-22%	-7%	-6%	45%[activator]
Cc1ccc(C(=O)NNC(=O)c2cccc(Br)c2)cc1	0%	-6%	-27%	13%[59 µM]	-3	17%	5%	-8%	31%
Clc1ccc(Cn2ncc3c(NCCN4CCOCC4)ncnc32)cc1	i	-13%	-5%	-35%[59 µM]	1	-7%	2%	-1%	36%
COc1ccc(S(=O)(=O)N2CCN(c3ccccc3)CC2)cc1OC	-4%	-1%	.	.	-2	1%	-5%	21%	5%
COc1ccc(CN2C(=O)c3ccccc3C2C(=O)NC2CCCC(C)C2C)c(OC)c1 (stereo not drawn)	i	-9%	-35%	15%[59 µM]	1	-5%	-10%	-4%	41%[activator]
COc1ccc2oc(=O)c(/C(C)=N/NC(=O)c3ccncc3)cc2c1	3%	-20%	5%	-43%[59 µM]	-4	8%	4%	-13%	38%
Cc1ccc(C(=O)Nc2cc3c(cc2C)n(C)c(=O)c(=O)n3C)cc1	.	-13%	1%	8%[59 µM]	1	8%	-5%	-6%	9%
O=C(Cn1ncc(Cl)c(Cl)c1=O)N1CCN(Cc2ccccc2)CC1	-11%	-4%	-14%	56µM*	-8	-4%	1%	?	35%
CSCCOC(=O)C1=C(C)Nc2ccc(C)cc2S1	-2%	79µM*	45µM*	25µM*	-2	8%	-5%	9%	-67%
O=C(N=C1SC2CS(=O)(=O)CC2N1c1ccc(Cl)cc1Cl)C1CC1 (stereo not drawn)	-7%	-10%	-23%	79µM*	-4	-8%	-15%	0%	27%
CCn1nc(C(=O)O)c(=O)c2cc3c(cc21)OCO3	4%	?	-14%	47%[activator][12.7 µM]	2&-7&-3	0%	14%	2%	5%
CC[C@@]12C(=O)N(c3cccc(F)c3)C(=O)N1[C@H](c1ccc(Br)cc1)[C@@H]1C(=O)N(C(C)(C)C)C(=O)[C@@H]12	-8%	-22%	-3%	-5%[2.33 µM]	-3	1%	4%	3%	36%
COc1cc(/C=C/C(=O)OCC(=O)Nc2ccc(S(N)(=O)=O)cc2)ccc1O	-6%	-15%[11.4 µM]	-11%	-5%	7	-8%	-3%	0%	-15%
COc1cc(NC(=S)N2CCN(C)CC2)cc(OC)c1	-15%	-17%	29%	-2%[0.501 µM]	-2	-7%	-16%	0%	21%
Cn1c(=O)c(C(=O)Nc2ncccn2)c(O)c2ccccc21	-2%	-33%[11.4 µM]	?	3%[59 µM]	-2	15%	-5%	5%	12%
COc1ccc(OC)c(C2/C(=C(\O)c3ccc4c(c3)OCCO4)C(=O)C(=O)N2CC2CCCO2)c1 (stereo not drawn)	2%	?	-19%	3%	2	-12%	-5%	-9%	10%
O=C(CCCCN1CCCCC1)c1ccccc1	-7%	-15%	.	.	-4	1%	10%	-4%	3%
CC(=O)c1sc(NC(=O)COc2ccc(Cl)cc2C)nc1C	-13%	-3%	1%	34%	-5	-9%	-8%	0%	10%

Marked active in JMJD2A Tudor inh (from the list above):
SMILES	Tb PGK inh	JMJD2A Tudor inh	BAZ2B inh	G9a inh	PI4K2A block	GLS inh	ERG Ets-DNA blk	Pin1 inh	HP1b binding inh
CSCCOC(=O)C1=C(C)Nc2ccc(C)cc2S1	-2%	79µM*	45µM*	25µM*	-2	8%	-5%	9%	-67%

(next part)
SMILES	Tb PGK inh	JMJD2A Tudor inh	BAZ2B inh	G9a inh	PI4K2A block	GLS inh	ERG Ets-DNA blk	Pin1 inh	HP1b binding inh
Cc1cccc(C)c1NC(=O)CSc1nc2c([nH]1)c(=O)n(C)c(=O)n2C	-10%	-7%	3%	2%[59 µM]	2	0%	5%	0%	-1%
O=C(O)CC(NC(=O)COc1ccc(Cl)cc1Cl)C(=O)O (stereo not drawn)	-7%	-17%	-24%	-29%[59 µM]	5	14%	-2%	6%	26%
CCCNC(=O)NNC(=O)c1cc(-c2ccc3c(c2)OCO3)nc2ccccc12	1%	-11%	-33%	17%	0	-3%	13%	2%	35%
C[C@@H]1NC(=O)c2cc([N+](=O)[O-])cc(I)c2NCCCC[C@@H](C(N)=O)NC(=O)[C@H](CCC(=O)O)NC1=O	i	-17%	-33%	40µM*	-9	-6%	11%	-15%	10%
CCc1cc(SC#N)cc(CC)c1NC(=O)CCl	3%	-2%	2%	50µM*	-25	6%	-2%	3%	46%[activator]
CCCCOc1ccc(C(O)(CCN2CCOCC2)c2ccccc2)cc1 (stereo not drawn)	-1%	-12%	-3%	?	2	-3%	4%	1%	41%[activator]
Cn1cccc1Cc1nnc(SCC(=O)N2CCCCCC2)n1CCc1ccccc1	i	-19%	-35%	50µM*	5	-9%	5%	0%	44%[activator]
Cn1c(=O)c2c(nc(SCC(=O)NCc3ccc4c(c3)OCO4)n2Cc2ccc(Cl)cc2)n(C)c1=O	-22%	?	-32%	?	-12	2%	2%	2%	-19%
CC1CCc2c(sc3nnn(Cc4ccc(F)cc4)c(=O)c23)C1 (stereo not drawn)	i	44%[activator]	51%[activator]	72%[activator][59 µM]	-3	7%	2%	34%[activator]	47%[activator]
COc1cccc(C(=O)Nc2cccc(S(=O)(=O)NC3=NCCC3)c2)c1	i	-9%	2%	4%[12.7 µM]	2	2%	6%	-8%	36%[activator]
COc1ccc(-c2cc(C(=O)NCc3ccco3)c3ccccc3n2)c(OC)c1	0%	-20%	?	.	-4	-1%	0%	?	35%
COc1cccc(CN2CCN(Cc3ccco3)CC2)c1	-1%	7.9µM*	50µM*	10µM*	4	0%	3%	-12%	?
CCOC(=O)c1sc(NC(=O)Nc2ccc(Cl)cc2)nc1C	-4%	-13%	44%[activator][57.1 µM]	-13%[59 µM]	6	2%	-9%	-2%	10%
CN1C(=O)CSc2ccc(NC(=O)N3CCN(c4ccccn4)CC3)cc21	i	-15%	-11%	13%[59 µM]	-2	8%	.	15%	23%
C/C(=N\NC(=S)Nc1ccc(F)cc1)c1ccc2c(c1)OCCO2	6%	32µM*	35µM*	?	2	23%	-4%	23%	?
COc1ccc(NC(=O)C(=S)N2CCCC2)cc1	i	-15%	-8%	2%	1	-9%	20%	-7%	22%
Cc1nn(CCC(=O)O)c(C)c1C	-2%[11.5 µM]	-22%	-9%	8%[59 µM]	-3	-3%	.	?	9%
